Assay outcomes deposited in PubChem BioAssay by several laboratories.
HIF-2a inh: blocks HIF-2a reporter activity; 0.72% of 360,000 active; 786-0 RCC cells HIF-2a reporter, luciferase luminescence, overnight; inhibition, % at 18.8 µM;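 active = inhibition of the luminescence signal of 40% or more relative to plate controls, in a single-dose primary screen at 18.75 µM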
TRAIL sens C8: sensitizes caspase-8 expressing cells to TRAIL. NB7+C8 cells + TRAIL, ATPlite viability luminescence. inhibition (viability loss, TRAIL sensitization), % at 10 µM. 1% of 360,000 active. AID 624354;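 active = compounds causing at least 50% loss of cell viability in the single-dose screen, relative to plate controls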
NR2E3 ag-1: agonists of human nuclear receptor NR2E3; Q9Y5X4; AID 2300; GST-NR2E3/biotin-RetCOR TR-FRET, 1536-well; inhibition of corepressor binding, % at 4.78 µM; 0.12% of 320,000 active;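 active = percent inhibition above the cutoff of mean plus 3 SD of all tested compounds, set per screening campaign, cut at about 20% in these data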;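 note: 0% = DMSO wells and 100% = biotin wells as full block of FRET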
Target sequence (Q9Y5X4 whole entry, looked up): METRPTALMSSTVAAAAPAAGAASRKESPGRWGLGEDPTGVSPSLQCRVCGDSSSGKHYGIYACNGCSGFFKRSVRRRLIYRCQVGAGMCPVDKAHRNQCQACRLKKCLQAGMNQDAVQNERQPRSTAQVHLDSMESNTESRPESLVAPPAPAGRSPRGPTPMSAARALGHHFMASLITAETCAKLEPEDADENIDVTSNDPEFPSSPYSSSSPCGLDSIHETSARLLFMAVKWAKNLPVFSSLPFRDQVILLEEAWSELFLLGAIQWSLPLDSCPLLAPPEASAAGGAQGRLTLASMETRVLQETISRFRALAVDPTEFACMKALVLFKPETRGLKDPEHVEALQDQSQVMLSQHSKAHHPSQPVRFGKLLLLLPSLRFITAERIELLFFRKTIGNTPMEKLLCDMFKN
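Material: NR2E3–RetCOR corepressor complex / Incubation: Compound–protein incubation for 5 h at 4 °C / Dosing: compound at 4.8 µM, single dose / Detection: time-resolved FRET / Benchmarks: high control biotin, low control 0.6% DMSO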
Peg3 prom inh: reduces Peg3 promoter-driven luciferase expression in HeLa. HeLa PEG-Prom luciferase reporter, luminescence, overnight. inhibition, % at 20 µM. 1.7% of 360,000 active. AID 588405;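 active = inhibition of at least 50% at 20 µM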
KKLEB tox: counter-screen for CF NF-kB inhibitors: cytotoxicity; KKLEB CF airway cells viability, ATPlite luminescence, overnight; hits give low values; cells stimulated with P. aeruginosa culture filtrate; activity change (cytotoxicity), % at 5 µM; 0.36% of 360,000 active; AID 602141;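 active = corrected activity change at or below -50% at 5 µM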
CF NFkB block: cystic fibrosis NF-kB activation inhibition; KKLEB NF-kB-GFP reporter, PAF-induced, GFP fluorescence overnight; inhibition, % at 5 µM; 0.86% of 360,000 active; AID 588850;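 active = at least 50% inhibition at 5 µM, scaled per plate between neutral and stimulator controls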;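 note: PAF is a Pseudomonas aeruginosa culture filtrate used as stimulus; plate controls were PAF-stimulated DMSO wells for no effect and unstimulated DMSO wells for full effect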
Shn3 3UTR inh: Schnurri-3 reporter inhibition in Clone20 osteoblasts | 0.52% of 360,000 active | Clone20 osteoblast Shn3 3'UTR firefly luciferase, 24 h | AID 588674 | inhibition, % at 12.5 µM;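 active = mean inhibition of at least 75% with every replicate also reaching 75%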;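 note: 0% = median of neutral control wells and 100% = pilot-screen positive control compound; some compounds past the cut are filed as inactive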
iPSC survival up: increases survival of single human iPS cells | AID 602274 | hiPSC single-cell survival, ATPlite luminescence; 100% = ROCK inhibitor wells, 0% = DMSO | survival enhancement, % at 20 µM | 0.044% of 360,000 active; in the data active = survival enhancement above about 18%;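 note: cells exposed to compounds for 16 hours before the ATP read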
NR2E3 ag-2: human photoreceptor-specific nuclear receptor agonism; inhibition of corepressor binding, % at 3.98 µM; AID 602229; Q9Y5X4; 0.35% of 360,000 active; CHO-S Gal4-NCOR/VP16-NR2E3 two-hybrid, luciferase;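 active = inhibition above the mean of all tested compounds plus 3 SD, cut at about 70% in these data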;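 note: 0% = DMSO with NR2E3 transfected cells and 100% = cells lacking NR2E3 construct; higher means lower luciferase signal from less NR2E3 corepressor binding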
EBV LMP1 NFkB: Epstein-Barr LMP1 NF-kappaB reporter inhibition. LMP1-induced NF-kappaB luciferase reporter cells, luminescence. AID 504558. 0.69% of 350,000 active. inhibition, % at 12.5 µM; in the data active = inhibition above about 41%;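 note: 0% = neutral control wells and 100% = reference inhibitor control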
TRPM1 prom inh: MITF TRPM1 promoter inhibition in SK-MEL-5 cells; inhibition, % at 12.5 µM; SK-MEL-5 TRPM1 promoter luciferase, 24 h; 0.83% of 330,000 active; AID 488899;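 active = mean inhibition across replicates of 60% or more, whatever share of single replicates reaches that level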; note: values of inactives mirror those of a sister screen read the other way
Active calls of the source: *; nt = not tested or not shown. Not all compounds are listed; count on the stated rates, not on these rows.

molecule	NR2E3 ag-1	Peg3 prom inh	TRPM1 prom inh	KKLEB tox	HIF-2a inh	EBV LMP1 NFkB	Shn3 3UTR inh	TRAIL sens C8	iPSC survival up	CF NFkB block	NR2E3 ag-2
CN(CC(=O)Nc1ccc(Cl)c(C(F)(F)F)c1)C(=O)COc1cccc2cccnc12	nt	27	nt	-4	5	-12	4	-5	4.1	-14	26
CCCCOc1nc(N)nc(-c2ccccc2)n1	0	-41	-6	7	-27	-6	12	-18	-1.9	-10	-12
Cn1nnnc1SCC(=O)c1ccc2c(c1)OCCO2	-1	-51	-13	4	-94	-12	-26	4	0.4	2	-1
CCCCCOC(=O)c1c(N)n(CCOC)c2nc3ccccc3nc12	5	19	61*	-7	-15	15	-14	3	-0.8	-20	-10
CN(Cc1ccon1)C(=O)C1CCN(C2CCN(CCCc3ccccc3)CC2)CC1	nt	-8	-6	-20	11	-6	19	-6	-0.5	24	-28
CN(Cc1ccccc1OCCO)CC1CCCN(CCc2ccc(Cl)cc2)C1 (configuration not stated)	0	4	-1	-12	16	0	16	2	-0.6	1	11
Cc1ccc(-c2cccc(C3CC=CC4C3C(=O)N(Cc3ccccc3)C4c3ccc4ccccc4c3)c2)cc1 (configuration not stated)	-3	11	-3	1	1	-5	21	6	2.2	21	17
COC(=O)CN1C(=O)C2(C(C#N)=C(N)Oc3c2c(C)nn3-c2ccccc2)c2ccccc21 (configuration not stated)	-2	9	19	7	0	1	-4	-17	-1.4	8	-12
Cn1cccc1/C=N/N1CCN(Cc2cccc3ccccc23)CC1	-2	21	-2	4	17	1	-4	7	-0.6	2	-4
C/C(=N/NC(=O)c1sc(NS(=O)(=O)c2ccccc2)nc1C)c1sc(N)nc1C	3	19	2	1	23	-5	-20	1	-0.2	10	-31
O=C(COC(=O)c1cc(=O)c2ccccc2o1)Nc1c(F)c(F)c(F)c(F)c1F	nt	19	-6	4	10	1	4	0	-0.2	0	-6
Cc1cc(NC(=O)C23CC4CC(CC(C4)C2)C3)n[nH]1	2	-7	2	-13	-6	-21	-15	2	0.8	-2	15
COc1ccc(NS(=O)(=O)c2ccc(N3CCOCC3)c(NC(=O)c3ccco3)c2)cc1	1	5	7	-4	12	9	44	1	1.6	5	34
COc1ccc(CCNC(=O)CN(c2cc(OC)ccc2OC)S(=O)(=O)c2ccccc2)cc1	3	-8	2	15	13	-2	8	16	-0.5	11	-3
COc1ccc(S(=O)(=O)N2CCOC2CNC(=O)C(=O)NCc2ccccn2)cc1C (configuration not stated)	4	1	-8	7	12	0	6	17	-0.2	-10	-5
CCc1ccc(C(=O)CSc2nc3cc(S(=O)(=O)N4CCOCC4)ccc3n2CC)cc1	0	-4	0	-2	-7	6	21	1	0.5	-5	-13
COC(=O)[C@H](Cc1ccccc1)NC(=O)NCCc1ccc(OC)cc1	0	14	11	0	15	0	11	-10	-0.1	10	-1
Cc1cccc(C)c1OC(=O)CCN1C(=O)C2C3C=CC(C4CC34)C2C1=O (configuration not stated)	4	13	-5	-2	1	10	14	-5	-0.4	7	-1
O=C(COc1ccc(S(=O)(=O)NC2CCCCC2)cc1)Nc1ccc2c(c1)OCCO2	1	14	15	10	6	5	22	-9	-2.5	-10	-8
Cc1ccc(NC(=O)COC(=O)c2ccc3ncsc3c2)c(C)c1	nt	21	nt	-10	35	0	24	-2	2.4	6	10
COc1cc(/C=C(\C#N)C(=O)NCC2CCCO2)ccc1OC(=O)c1ccco1 (configuration not stated)	1	-13	2	-4	-3	-1	1	21	0.1	-8	-8
O=c1cccccc1NCc1ccccc1	0	-11	-23	6	-59	-7	-39	-22	0.2	1	-9
Cc1cccc(N2CC34C=CC(O3)C(C(=O)O)C4C2=O)c1 (configuration not stated)	3	-5	8	2	10	-4	0	-6	-2.6	5	-8
CCOC(=O)c1[nH]c(C)c(C(=O)OC(C)C(=O)Nc2ncc(Cl)cc2Cl)c1C (configuration not stated)	0	14	14	-13	10	16	20	13	-0.6	2	-17
CCOC(=O)N1CCN(C(=O)c2ccc3c(=O)n(-c4ccc(F)cc4)c(=S)[nH]c3c2)CC1	-1	7	4	0	7	-6	8	-5	-1.3	3	-11
COCCN(C(=O)CSc1nn(-c2ccc(F)cc2)c(=S)s1)c1c(N)n(CC(C)C)c(=O)[nH]c1=O	7	21	-1	0	8	-3	3	10	0.4	-2	0
COc1cc(CCC(=O)OCc2nnc(-c3ccccc3)o2)cc(OC)c1OC	1	-7	-5	-4	2	-8	1	-11	-3.1	8	-12
CC(C)(C)C(=O)Nc1ccccc1-c1nc2ccccc2[nH]c1=O	5	-2	15	6	13	8	10	5	0.6	13	-16
COc1ccc(/C=C2\Oc3cc(OCC(=O)N4CCC(C(=O)O)CC4)ccc3C2=O)c(OC)c1	-5	0	nt	-7	-8	-4	1	2	-0.7	-22	-3
Fc1ccc(/C=N/n2c(COc3ccccc3)n[nH]c2=S)cc1	2	9	12	5	8	2	12	-11	0.0	-3	-27

Overlap with the part before: 3 compounds; new compounds follow.
molecule	NR2E3 ag-1	Peg3 prom inh	TRPM1 prom inh	KKLEB tox	HIF-2a inh	EBV LMP1 NFkB	Shn3 3UTR inh	TRAIL sens C8	iPSC survival up	CF NFkB block	NR2E3 ag-2
CC(C)(C)C(=O)Nc1ccccc1-c1nc2ccccc2[nH]c1=O	5	-2	15	6	13	8	10	5	0.6	13	-16
COc1ccc(/C=C2\Oc3cc(OCC(=O)N4CCC(C(=O)O)CC4)ccc3C2=O)c(OC)c1	-5	0	nt	-7	-8	-4	1	2	-0.7	-22	-3
Fc1ccc(/C=N/n2c(COc3ccccc3)n[nH]c2=S)cc1	2	9	12	5	8	2	12	-11	0.0	-3	-27
O=C(Cc1ccc(Cl)cc1Cl)OCC(=O)N1CCCCC1	1	-29	-14	0	-9	2	-12	-4	-0.4	18	17
COC(=O)C1NN=C(C(=O)c2ccc(Cl)cc2)C1c1ccc(OC)cc1 (configuration not stated)	3	8	-5	-1	27	-3	8	-9	0.0	6	-6
CCN(CC(=O)NCc1ccc(Cl)cc1)C(=O)c1c(C)noc1C	6	11	-2	2	7	-5	8	-3	-0.4	5	-2
CCOc1ccc(-c2nn3c(-c4ccccc4)nnc3s2)cc1	1	-22	-10	10	-89	-15	-3	-11	-2.6	-16	-7
Cc1sc(NC(=O)c2ccco2)nc1-c1ccc2c(c1)CC(C)N2C(=O)C1CC1 (configuration not stated)	2	55*	16	7	-187	43*	63	34	-1.4	6	-106
O=C(NC1CCCCCC1)C1CCCN1S(=O)(=O)c1cccc2cccnc12 (configuration not stated)	5	7	13	-23	18	9	7	0	-3.5	10	-9
Cc1cc(C)nc(N/N=C/c2c(C)oc3ccccc23)n1	2	-11	-14	13	-11	0	-6	-11	3.9	-18	-3
Nc1cc(=O)[nH]c(SCc2csc(-c3ccccc3)n2)n1	-3	-43	-15	1	-39	10	7	-5	1.5	-16	-4
CC(=O)C1=CCC(c2ccc(Cl)c(Cl)c2)N(S(=O)(=O)c2ccc(C)cc2)C1 (configuration not stated)	nt	26	nt	-9	-27	nt	-6	-1	-0.7	12	-10
Cc1cc(C)c(-n2[nH]nnc2=S)c(C)c1	-1	7	2	14	21	6	-32	-21	0.3	-3	-3
COc1ccccc1NC(=O)C1CCN(S(=O)(=O)c2cccc3nonc23)CC1	-1	10	-1	1	7	1	6	-27	0.7	14	-2
O=C(NCC(=O)N1CCCCCC1)c1ccc(Cl)cc1	4	-104	-23	-2	-121	-7	-13	-7	0.3	1	-59
CCCC(=O)Nc1ccc2c(c1)nc(CN1CCN(C(=O)OCC)CC1)n2C	1	12	-9	-3	3	20	-11	-5	-0.3	-3	19
COc1cccc(C=NNC(=S)NN=Cc2cccc(OC)c2OC)c1OC	nt	-17	1	-16	-50	7	4	-10	-2.4	9	-6
Cc1onc(-c2ccccc2)c1C(=O)N(Cc1ccccn1)Cc1ccccn1	0	1	1	-7	16	-9	-2	-2	-0.4	25	18
CCOC(=O)c1sc(NS(=O)(=O)c2ccc(F)cc2)nc1C	4	7	0	6	1	10	1	-1	0.6	1	-6
CCc1nnc(NC(=O)c2cc(C)oc2C)s1	-3	-135	-22	-8	-176	-6	-63	28	-0.5	7	-118
C[C@H](NS(=O)(=O)c1c(Cl)cccc1Cl)C(=O)NNC(=O)COc1ccccc1F	nt	-2	nt	-8	0	7	11	7	3.3	7	0
COc1cccc(/C=N/NC(=O)c2ccc(-n3cnnn3)cc2)c1	nt	-1	-9	-4	14	6	3	7	-0.1	9	-6
C/C(=N\O)C(C)(C)NC(=O)Nc1ccc(Cl)cc1	3	-26	-7	5	-35	0	9	2	1.1	9	20
CC(=O)N(CCCN(C)C)c1nc2ccc(C)cc2s1	-4	-10	8	0	7	9	-32	17	-0.1	-8	-7
Cc1nn(C)c(C)c1S(=O)(=O)N1CCCC(C(=O)N2CCN(c3ccc(Cl)cc3)CC2)C1 (configuration not stated)	5	20	13	1	10	10	45	3	-2.3	-6	21
COC(=O)C1=C(CSc2nc3c(cc2C#N)CN(C)CC3)OC(N)=C(C#N)C1c1ccccc1F (configuration not stated)	2	-6	21	1	9	-4	-21	2	3.1	10	-20
CCOc1cc(C(c2c(O)nc(SC)[nH]c2=O)c2c(O)nc(SC)[nH]c2=O)ccc1O	6	6	nt	-1	13	nt	6	4	-0.6	-9	-19
CCc1nnc(NS(=O)(=O)c2ccc(NS(=O)(=O)c3ccccc3)cc2)s1	0	-6	4	-11	13	-1	-18	13	1.0	8	-3
Nn1c(SCC(=O)Nc2ccc(F)cc2F)nnc1C1CCCCC1	4	-87	-9	8	-109	-14	-35	-12	-0.2	2	-17
CCOCCn1cnc2sc(C(=O)NCC(=O)OCC)c(C)c2c1=O	-2	-43	-10	10	-57	-2	-15	3	-1.0	17	-14
O=C(O)Cn1nc(C(F)(F)F)c2c1CCC2	3	15	-2	-3	14	0	-12	-5	3.4	0	-4
CCC(=O)Oc1ccc2c(c1)O/C(=C\c1ccco1)C2=O	-5	-46	-35	4	-63	2	nt	4	-0.4	-11	1
O=C(CN1C(=O)NC2(CCCC2)C1=O)OCCOc1ccc(Cl)cc1	1	-6	-2	-15	-7	-7	-1	-28	0.5	22	4
NC1=C(O)C(=O)C(c2ccccc2)O1 (configuration not stated)	0	-6	-5	2	-1	-5	20	-11	-0.1	-6	-17
